# SW480 rerep – A quantitative high throughput screen for small molecules that induce DNA re-replication in SW480 colon adenocarcinoma cells. SW480 DNA re-replication, Hoechst DNA content imaging, 48 h. Potency, µM (doses to about 46.1 µM), for inactives: at the highest dose re-replication activation, usual class: activators. 340,000 tested, 1.8% active; also: potency is read from the fitted curve at half-maximal effect; % of control where 0% means no effect; nearly all actives have a fitted effect of over 55% in size
#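 Image-based read-out: total Hoechst fluorescence of nuclei (405 nm excitation, 500-530 nm emission), with hits raising the fraction of high-intensity nuclei. SW480 colon cells incubated 48 hr with compounds at 37 C.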
# HT1080 IDH1KD tx – qHTS for induction of synthetic lethality in tumor cells producing 2HG: qHTS for the HT-1080-IDH1KD cell line. Potency, µM (doses to about 46.1 µM), for inactives: at the highest dose activity, negative = toxicity, actives largely listed as cytotoxic. HT-1080 IDH1 knockdown viability, ATP luminescence, 48 h. 360,000 tested, 2% active;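 also: potency is read from the fitted curve at half-maximal effect; 0% = DMSO wells and -100% = cell-free medium wells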
#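 HT-1080-IDH1KD cells (IDH1 knocked down), 750/well in RPMI with 5% FBS, treated with compound 48 h at 37 degrees C. Viability by CellTiter-Glo luminescence, normalised to DMSO and no-cell wells; concentration-response curves classed.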
# HepG2 tox – qHTS for Inhibitors of TGF-b: Cytotox Counterscreen; HepG2 CAGA-GFP viability, ATP luminescence, 18 h; Potency, µM (top dose mostly 46.1 µM), without a hit: at the highest dose activity change, negative = cytotoxicity, most hits filed as cytotoxic; 410,000 tested, 0.76% active; also: potency is read from the fitted curve at half-maximal effect; some results filed as inactive show a strong effect at the top dose
#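 HepG2 CAGA-GFP cells (1000/well, DMEM with 1% FBS) received compound, then TGF-beta at 500 pg/mL final, and were incubated 18 hours at 37 degrees C. Viability was read by CellTiter-Glo luminescence. Media-only wells were set as complete cell-killing and DMSO as no toxicity.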
# MCF10A rereplic – A quantitative high throughput screen for small molecules that induce DNA re-replication in MCF 10a normal breast cells; 350,000 tested, 2.9% active; MCF 10A DNA re-replication, Hoechst nuclear intensity, 48 h; Potency, µM (series often up to 46.1 µM), inactives show top-dose activity, positive = re-replication, actives largely listed as activators; also: potency is read from the fitted curve at half-maximal effect; % of control where 0% means no effect; nearly all actives have a fitted effect of over 50% in size
# KB-3-1 cytotox – qHTS assay for MDR1-selective chemotherapeutics: Primary screen using the parental adenocarcinoma cell KB-3-1; Potency, µM (series often up to 46.1 µM), for inactives: at the highest dose activity change, negative = cytotoxic, usual class: cytotoxic; KB-3-1 viability, CellTiter-Glo ATP luminescence, 72 h; AID 1347075, 2019; 400,000 tested, 1.4% active; also: potency is read from the fitted curve at half-maximal effect; % is scaled to controls: 0 for no effect and ±100 for the full control effect; nearly all actives have a fitted effect of over 60% in size
#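 Viability of parental KB-3-1 cells, measured by CellTiter-Glo luminescence, followed a 72 h incubation at 37 °C with pinned compounds in phenol-red-free DMEM containing 10% FBS.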
# IL1B secr inh – qHTS for Inhibitors of Inflammasome Signaling: IL-1-beta AlphaLISA Primary Screen; activity change, % at 57.5 µM; 360,000 tested, 4.7% active; THP-1 LPS/ATP IL-1B secretion, AlphaLISA, 16 h; stronger effect = lower value; AID 743279, 2014; in the data active = activity change below about -50%; inconclusive = mostly about -30% to -49%; also: % is scaled to controls: 0 for no effect and ±100 for the full control effect
#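 THP-1 cells pretreated 1 hr with compounds (up to 57.5 uM final), then stimulated with LPS (250 ng/mL final) plus ATP (1.25 mM final); secreted IL-1B measured by AlphaLISA after 16 hr, decreased signal indicating inhibition.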
# ATXN2 expr inh – Primary qHTS for Inhibitors of ATXN expression; 360,000 tested, 0.72% active; HEK-293 ATXN2-luciferase reporter, luminescence, 24 h; Potency, µM (titrated, usually from 57 µM), inactives show top-dose activity change, negative = inhibition, actives largely listed as inhibitors; also: potency is read from the fitted curve at half-maximal effect; % is scaled to controls: 0 for no effect and ±100 for the full control effect; nearly all actives have a fitted effect of over 55% in size
#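 qHTS (up to 57 uM final) was run with 24 h compound exposure of reporter cells at 37 °C. Each well was multiplexed: SteadyGlo luminescence measured ATXN2-luciferase expression after a fluorogenic Gly-Phe-AFC viability readout (25 uM final).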
# ATXN viability – Viability Counterscreen for Primary qHTS for Inhibitors of ATXN expression. 400,000 tested, 0.49% active. S2 cells (HEK-293 line with an ATXN2-luciferase reporter) viability, CellTiter-Fluor protease fluorescence, 24 h. Potency, µM (series often up to 56.7 µM), usual class: cytotoxic; also: potency is read from the fitted curve at half-maximal effect; nearly all actives have a fitted effect of over 40% in size
# HT1080NT lethal – qHTS for induction of synthetic lethality in tumor cells producing 2HG: qHTS for the HT-1080-NT fibrosarcoma cell line; HT-1080-NT fibrosarcoma viability, CellTiter-Glo ATP luminescence, 48 h; Potency, µM (doses to about 46.1 µM), without a hit: top-dose activity, negative = less viability, usual class: cytotoxic; 360,000 tested, 1.6% active;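 also: NT is the 2HG producing partner of a matched IDH1 knockdown line; potency is read from the fitted curve at half-maximal effect; 0% = DMSO-treated cells and -100% = media-only wells without cells; nearly all actives have a fitted effect of over 55% in size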
#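 A 48-hour cytotoxicity screen used HT-1080-NT cells plated 2 hours before compound delivery. ATP-based CellTiter-Glo luminescence measured viability, normalized to DMSO and no-cell controls.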
# Starred values were filed as active, the others as inactive; i = inactive; ? = inconclusive; . = not tested or not shown; [ ] = remark or other dose. Unless noted, calls follow the shape of the dose curve; as a rule, active = well fitted curve in the direction sought with a large enough effect; inconclusive = small, poorly fitted or top-dose-only effect, or another doubt; inactive = no such curve, though single readings can be large; an effect the other way counts as inactive or inconclusive. Rows were taken by chance; about 8.9% have a hit in one of these screens.
# Order of results: SW480 rerep | HT1080 IDH1KD tx | HepG2 tox | MCF10A rereplic | KB-3-1 cytotox | IL1B secr inh | ATXN2 expr inh | ATXN viability | HT1080NT lethal
> CCN(Cc1ccccc1)C(=O)c1ccc(N(C)S(=O)(=O)c2ccc(C)cc2)cc1
    ? | -9% | -16% | 14% | -17% | -3 | -12% | i | -5%
> Cc1ccc(F)cc1C(=O)N1CCCC(c2cc(C(=O)NCc3ccc(F)cc3)no2)C1 (stereo unspecified)
    . | -21% | -13% | . | -6% | ? | -18% | i | -20%
> CCS(=O)(=O)c1ccc2oc(Nc3cc(C)cc(C)c3)nc2c1
    -8% | -22% | -12% | 0% | -4% | -10 | -11% | ? | 3%
> Cc1ccc(C)c(N(C)C(=O)c2cn(C)c(=O)c3ccccc23)c1
    . | . | -25% | . | -4% | . | 7% | i | .
> O=C(NCCc1ccccc1)C1CCC(=O)N(CCCN2CCCC2=O)C1 (stereo unspecified)
    -15% | 4% | 10% | -3% | 15% | 3 | 6% | i | -1%
> Cc1ccc(NS(=O)(=O)c2ccc(OCC(=O)N3CCOCC3)cc2)cc1
    -1% | 7% | 0% | 3% | -11% | 24 | -10% | i | 6%
> COc1ccccc1CN(Cc1cc2cc(C)cc(C)c2[nH]c1=O)Cc1nnnn1CC1CCCO1 (stereo unspecified)
    0% | ? | 10% | ? | 10% | 0 | -12% | i | ?
> NC(=O)C1CC=CCC1C(=O)OCC(Cl)=C(Cl)Cl (stereo unspecified)
    -4% | 5% | -10% | 9% | -2% | -2 | 2% | ? | 6%
> Fc1ccc(-c2nn(-c3ccc(Cl)cc3)c3c2cnc2ccc(F)cc23)cc1
    . | . | 1% | . | 5% | . | 7% | i | .
> CN(Cc1c(C(=O)N/N=C/c2c(F)cccc2Cl)nnn1-c1nonc1N)C1CCCCC1
    . | -1% | -5% | . | -1% | -14 | . | i | -4%
> COc1ccccc1NC(=S)NC(=O)Cc1ccccc1
    24% | 14% | -29% | ? | 11% | 22 | 13% | i | 21%
> C/C(=N\NC(=O)NC1CCCCC1)c1ccc(Cl)s1
    -1% | 6% | 3% | -18% | 14% | 54 | 3% | i | 5%
> C=C(CN(C)C)C(=O)c1cc(C)ccc1C
    5.8µM* | 4.6µM* | -107% | 2.6µM* | ? | -101* | 11µM* | 11µM* | ?
> C=CCn1c(SCC(=O)Nc2ccc3c(c2)CCC3)nc2ccccc2c1=O
    2% | 4% | -27% | 1% | -10% | 16 | -6% | i | 0%
> O=C(Nc1ccccc1Sc1ccccc1)c1ccccc1
    -3% | -5% | -11% | 29% | -1% | 51 | 3% | i | -10%

# Three entries already listed, sorted by the number in SW480 rerep, ascending.
smiles	SW480 rerep	IL1B secr inh
CCS(=O)(=O)c1ccc2oc(Nc3cc(C)cc(C)c3)nc2c1	-8%	-10
NC(=O)C1CC=CCC1C(=O)OCC(Cl)=C(Cl)Cl (stereo unspecified)	-4%	-2
COc1ccccc1NC(=S)NC(=O)Cc1ccccc1	24%	22

# Later entries:
# Order of results: SW480 rerep | HT1080 IDH1KD tx | HepG2 tox | MCF10A rereplic | KB-3-1 cytotox | IL1B secr inh | ATXN2 expr inh | ATXN viability | HT1080NT lethal
> O=C(Nc1ccc(Cl)c(Cl)c1)c1csc(-c2ccccc2)n1
    -7% | 26% | -33% | 9% | 9% | 7 | 14% | i | 5%
> CC(C)C(NC(=O)c1ccccc1F)C(=O)OCC(=O)c1ccc(F)cc1 (stereo unspecified)
    -6% | 11% | 12% | ? | 1% | 18 | 31% | i | 8%
> COc1ccc2oc(=O)c(C(=O)NC(C)c3ccccc3)cc2c1 (stereo unspecified)
    19% | -4% | -8% | ? | -1% | -12 | -10% | i | 2%
> CCC1C/C(=C/c2cccs2)C(=O)/C(=C/c2cccs2)C1 (stereo unspecified)
    -4% | -9% | -7% | 14% | -18% | -6 | 0% | i | -6%
> CC(=O)NC(C)(c1ccccc1)c1nc(-c2cnc3ccccc3c2)cs1 (stereo unspecified)
    . | -1% | -8% | . | 0% | -6 | 26% | i | -1%
> CN(C(=O)CSC1=NCCS1)c1ccccc1
    1% | 14% | 3% | 8% | -7% | 0 | 43%[activator] | ? | 17%
> CCOC(=O)c1c(C)c(C(=O)NCc2ccc(OC)cc2)c(C)n1C
    3% | 1% | 15% | -2% | 8% | 35 | -11%[11.3 µM] | i | -6%
> CCOC=C1C(=O)N(C(C)=O)c2cc(OC)c(OC)cc21
    1% | 13% | 1% | -3% | -8% | -3 | 1% | i | -1%
> COc1ccc(S(=O)(=O)N(CC(=O)NCCCN(C)C)c2ccc(C)cc2)cc1OC
    -32%[inhibitor] | 5% | 0% | -2% | 5% | -4 | -4% | i | 0%
> CCN(CC(=O)NCc1ccc(Cl)cc1)S(=O)(=O)c1ccc(F)cc1
    -2% | -1% | -1% | 3% | 9% | -14 | -6% | i | -16%
> O=C(CN(Cc1ccccc1)S(=O)(=O)c1ccccc1)NC1CC1
    8% | 7% | 0% | -1% | -1% | 4 | 10% | i | 8%
> COc1cc(CNCCN(C)C)c(Br)cc1OC1CCCC1
    0% | -5% | -3% | ? | ? | 0 | . | i | 9%
> N/C(=N\OS(=O)(=O)c1ccc(Cl)cc1)c1cccnc1
    -1% | 0% | 3% | -1% | 8% | 11 | 6% | ? | 13%
> CC(C)(C)N(Cc1ccccc1)C(=O)CSc1ncn[nH]1
    5% | 1% | 6% | 5% | -7% | 2 | -4% | i | ?
> Cc1ccc(C)c(NC(=O)CN(C)C(=O)Cc2coc3cc(C)c(C)cc23)c1
    -1% | 5% | 1% | 6% | 13% | -6 | -9% | i | 9%
> CCc1nc(SCC(=O)Nc2ccccc2C)n[nH]1
    ? | 8% | 7% | -2% | 25% | -1 | 6% | i | 0%
> COc1cccc(C2=CC(=O)CC(C)(C)C2)n1
    -2% | 4% | -8% | 20% | 15% | 12 | 12% | i | 15%
> Cn1c(CNC2CCCCC2)c(C#N)c2ccccc21
    -3% | -6% | -4% | 15% | 0% | 5 | 6% | i | -2%
> O=S(=O)(N/N=C/c1cccc(OC2CSC2)c1)c1ccccc1
    ? | -5% | 4% | 5% | ? | 4 | -12% | i | 3%
> Cc1noc(C)c1C(=O)Nc1ccc(F)cc1F
    -5% | 5%[9.24 µM] | -17% | 3% | 0% | -7 | 7% | i | 20%
> COc1ccccc1N1CCN(Cc2ccc(C(=O)O)cc2)CC1
    -6% | 2% | 1% | 10% | 2% | 36 | 21% | i | 1%
> C/C(=N\O)C(C)(C)Nc1ccc(Br)cc1
    ? | -6% | 19% | -1% | -4% | -11 | 5% | i | -2%
> COc1ccc(CNS(=O)(=O)c2ccc(C3CNC(=O)C3)cc2)cc1 (stereo unspecified)
    -3% | -1% | 3% | -2% | -5% | 0 | -12% | i | 0%
> CSCCCN1CCCC(CO)(Cc2ccc(F)cc2)C1 (stereo unspecified)
    -1% | -3% | -4% | 0% | -7% | -11 | . | i | 2%
> CN(C)CCCN1C(=O)c2oc3ccc(F)cc3c(=O)c2C1c1cccnc1 (stereo unspecified)
    -6% | 3% | 0% | 1% | 16% | 35 | 9% | i | 13%
> O=C(COC(=O)CN1C(=O)c2cccc([N+](=O)[O-])c2C1=O)NC1CCS(=O)(=O)C1 (stereo unspecified)
    -2% | 14% | 0% | 3% | 20% | -2 | 0% | i | 13%
> Cc1noc(C)c1NC(=O)N(C)C[C@H]1Oc2ccc(NC(=O)Nc3ccc4c(c3)OCO4)cc2C(=O)N([C@H](C)CO)C[C@@H]1C
    ? | 9% | 2% | -12% | 1% | 21 | 7% | i | 1%
> CC(SCc1ccccc1)C(=O)N/N=C/c1cc2c(cc1Br)OCO2 (stereo unspecified)
    0% | -27% | -15% | ? | 11% | 19 | 4% | i | -22%
> Cn1c(Oc2ccncc2)nc2cc(-c3ccsc3)sc2c1=O
    . | 18% | 0% | . | 0% | -3 | 7% | i | 15%
> COc1ccccc1OCCNC(=O)c1cc(SC)ccc1Cl
    . | 12% | 4% | -2% | 0% | 0 | 4% | i | 7%

# Some of the entries so far, as comma-separated lines:
Molecule,SW480 rerep,HT1080 IDH1KD tx,HepG2 tox,MCF10A rereplic,KB-3-1 cytotox,IL1B secr inh,ATXN2 expr inh,ATXN viability,HT1080NT lethal
O=C(COC(=O)CN1C(=O)c2cccc([N+](=O)[O-])c2C1=O)NC1CCS(=O)(=O)C1 (stereo unspecified),-2%,14%,0%,3%,20%,-2,0%,i,13%
Cc1noc(C)c1NC(=O)N(C)C[C@H]1Oc2ccc(NC(=O)Nc3ccc4c(c3)OCO4)cc2C(=O)N([C@H](C)CO)C[C@@H]1C,?,9%,2%,-12%,1%,21,7%,i,1%
CC(SCc1ccccc1)C(=O)N/N=C/c1cc2c(cc1Br)OCO2 (stereo unspecified),0%,-27%,-15%,?,11%,19,4%,i,-22%

# Additional compounds follow:
# Order of results: SW480 rerep | HT1080 IDH1KD tx | HepG2 tox | MCF10A rereplic | KB-3-1 cytotox | IL1B secr inh | ATXN2 expr inh | ATXN viability | HT1080NT lethal
> Cc1ccc(-c2noc(COC(=O)c3ccco3)n2)cc1
    -3% | 9% | 13% | -5% | 2% | 26 | 26% | i | 14%
> CCCNC(=O)c1nc(C)n(-c2cc(Cl)ccc2Cl)n1
    ? | 2% | -26% | 2% | -1% | 43 | 12% | i | 13%
> COc1ccccc1/C=N/NC(=S)Nc1cccnc1
    -1% | 11% | 0% | 0% | 6% | -10 | 7% | i | 9%
> CN(C(=O)COC(=O)CSc1ccccc1)c1c(N)n(Cc2ccccc2)c(=O)[nH]c1=O
    . | -3% | 2% | . | 0% | 14 | . | i | 0%

# Compound activity: PubChem BioAssay, National Center for Advancing Translational Sciences (NCATS)
